hcGAS inh – inhibitors of human cGAS; Q8N884; recombinant h-cGAS, ATP depletion, Kinase-Glo luminescence; inhibition, % at 12.5 µM; actives 0.081% (n = 290,000); AID 1259398;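 note: 0% = vehicle reaction and 100% = reaction without DNA for no activity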
Target sequence (Q8N884 whole entry, looked up): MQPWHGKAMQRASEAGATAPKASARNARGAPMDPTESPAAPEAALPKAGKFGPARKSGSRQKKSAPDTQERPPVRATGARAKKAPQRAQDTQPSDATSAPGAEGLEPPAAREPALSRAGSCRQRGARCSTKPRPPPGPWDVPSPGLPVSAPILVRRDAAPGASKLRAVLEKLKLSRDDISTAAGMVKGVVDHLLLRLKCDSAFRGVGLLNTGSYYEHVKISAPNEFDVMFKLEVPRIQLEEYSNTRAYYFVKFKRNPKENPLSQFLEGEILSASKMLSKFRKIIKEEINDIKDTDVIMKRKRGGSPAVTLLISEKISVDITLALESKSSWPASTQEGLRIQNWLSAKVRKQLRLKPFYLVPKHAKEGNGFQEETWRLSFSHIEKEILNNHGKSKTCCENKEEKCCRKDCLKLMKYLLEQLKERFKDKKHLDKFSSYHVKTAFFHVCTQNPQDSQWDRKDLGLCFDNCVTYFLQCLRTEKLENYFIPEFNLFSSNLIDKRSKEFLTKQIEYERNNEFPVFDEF
NPYLR7 agonist – mosquito NPYLR7 agonism; HEK293T NPYLR7/Galpha15, GCaMP6s calcium fluorescence; activation, % at 10 µM; actives 0.15% (n = 270,000); in the data active = activation above about 40%;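 note: 0% = vehicle and 100% = reference agonist at the receptor; some compounds past the cut are filed as inactive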
mcGAS lum – inhibitors of mouse cGAS. Q8C6L5. AID 1259399. recombinant cGAS, Kinase-Glo ATP depletion luminescence. inhibition, % at 12.5 µM. actives 0.15% (n = 160,000);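 note: 0% = negative control wells and 100% = reference inhibitor with no enzyme activity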
Active calls of the source: *; . = not tested or not shown. Cut-off read from the data, not from the text of the source, unless noted: active = inhibition above about 40%; inactive = the rest.

smiles | hcGAS inh | NPYLR7 agonist | mcGAS lum
CNc1ccnc(N2CCC3(CCNCC3CO)CC2)n1 (centres undefined) | -6.1 | . | -6.4
C=C1c2ccccc2NC(=O)N1CC(c1c(F)cccc1Cl)N(C)C (centres undefined) | 6.5 | 0.5 | 0.8
O=C(Nc1nccn1CC1CC1)c1cc(F)c(Cl)cc1Cl | 0.4 | 6.5 | -11.6
COc1ccccc1Oc1nnnn1-c1ccccc1 | -9.2 | -2.6 | .
NC(=O)c1c(NC(=O)c2noc3c2CCCC3)sc2c1CCCC2 | 1.3 | 3.1 | .
CC(Sc1nnc2n1CCN2c1ccccc1)c1ccccc1 (centres undefined) | -4.8 | 0.4 | -9.7
O=C(Nc1ccc(N2CCCC2)c(C(=O)NCC2CCCO2)c1)Nc1ccccc1F (centres undefined) | -3.7 | . | -5.9
COCCCNC(=O)c1nn(-c2cccc(C)c2)c(=O)n(Cc2cccc(Cl)c2)c1=O | -4.8 | 13.0 | -5.2
O=C1C(C(c2ccccc2F)N2CCC3(CC2)OCCO3)Sc2nc(-c3ccco3)nn21 (centres undefined) | 1.1 | 7.4 | 2.9
Cc1cccc(NC(=O)CCC2CCN(S(=O)(=O)c3ccc(Cl)cc3)CC2)c1 | -8.6 | 12.3 | -10.7
Fc1ccc(CN2CCC(CCc3ccc(C(F)(F)F)cc3)CC2)cc1C(F)(F)F | -5.3 | -0.1 | -5.6
CN1CCCN(C(=O)CCC[C@@H]2[C@H]3CCCN4CCC[C@@H](CN2C)[C@@H]34)CC1 | -12.8 | . | -6.6
Cc1nc(CNC2(CNC(=O)OC(C)(C)C)CCCCC2C)no1 (centres undefined) | 5.0 | 4.2 | .
CCCCCNC(=O)CC(c1ccc2c(c1)OCO2)c1c[nH]c2c(CC)cccc12 (centres undefined) | -4.2 | . | 2.7
O=C1CC(C(=O)OCc2cc(-c3ccco3)on2)c2ccc(F)cc2N1 (centres undefined) | -7.2 | 0.3 | -7.4
Oc1ccc(C2=Nn3c(nnc3-c3cccc(F)c3)SC2)cc1O | -3.5 | 0.2 | .
NC(=O)c1ccc(OCCCOCC(F)(F)F)cc1 | 3.1 | 3.1 | .
CCCCCCCCCCCCCC(=O)N(CC(=O)N1c2ccccc2-n2cccc2C1c1ccc(OC)cc1)C1CC1 (centres undefined) | -6.6 | 8.2 | -6.4
CCn1nc(C(C)C)cc1C(=O)N1C[C@H](O)C[C@H]1C(=O)OC | -2.4 | 13.9 | .
CCCn1nc(C)c(NC(=O)N2CCN[C@H]3CS(=O)(=O)C[C@H]32)c1C | -9.7 | . | -4.4
Cc1cc(C)c2c(n1)nn1c(NC(C)C)cc(C)nc21 | -7.1 | 0.1 | -8.6
O=C1C=C2CCN(C(=O)c3ccccc3)CC2CC1 (centres undefined) | -5.5 | 9.0 | .
CCCOc1nn(CCC)cc1C(=O)Nc1cccc(C(C)=O)c1 | -1.6 | -5.1 | -1.2
NC(=O)c1ccsc1NC(=O)COC(=O)C1=NNC(=O)CC1 | 1.2 | -1.4 | -0.4

Overlap with the part before: 3 compounds; new compounds follow.
smiles | hcGAS inh | NPYLR7 agonist | mcGAS lum
O=C1C=C2CCN(C(=O)c3ccccc3)CC2CC1 (centres undefined) | -5.5 | 9.0 | .
CCCOc1nn(CCC)cc1C(=O)Nc1cccc(C(C)=O)c1 | -1.6 | -5.1 | -1.2
NC(=O)c1ccsc1NC(=O)COC(=O)C1=NNC(=O)CC1 | 1.2 | -1.4 | -0.4
CCCN(C)c1cc(Cl)nc(SCc2ccc(C(=O)N3CC(C)OC(C)C3)cc2)n1 (centres undefined) | -6.8 | -2.1 | -6.6
CCN(CC)c1cc(Cl)nc(SCc2cccc(C(=O)N3CCc4ccccc4C3)c2)n1 | -3.0 | 37.2 | -4.4
CC(=O)C12CC3CC(CC(O)(C3)C1)C2 | -4.9 | 2.3 | .
CN1N=C(C(=O)NC2(c3ccc(F)cc3)CCCC2)CCC1=O | -12.6 | 1.0 | .
CN(Cc1n[nH]c2c1CCC2)C(=O)c1cnn2ccn(C)c12 | -5.8 | 6.3 | -12.9
COc1ccc(N2C(=O)C3CC=CCC3C2=O)c(OC)c1 (centres undefined) | -6.3 | 3.5 | -9.2
COc1ccc(C2=NC(=Cc3ccc(OC(F)F)cc3)C(=O)O2)cc1 | -0.5 | 1.7 | .
O=S(=O)(c1ccc(F)c(F)c1)N1CCNCC1 | -1.7 | -2.2 | .
COCC(=O)Nc1ccc(NC(C)C(=O)N2c3ccccc3CC2C)cc1 (centres undefined) | -5.7 | 3.8 | -17.1
CCOC(=O)c1cnc(-c2ccc(OC)cc2)nc1NCc1cccc(OC)c1OC | -4.5 | -5.3 | -6.5
COC(=O)c1ccccc1COn1c(=O)c(-c2ccccc2)[n+]([O-])c2ccccc21 | -4.4 | 21.2 | .
Cc1csc(SCC(=O)N(C)C2CCS(=O)(=O)C2)n1 (centres undefined) | -5.5 | 6.3 | .
CCC1CCC(N(C)C(=O)Nc2ccc(C)cc2C)CC1 (centres undefined) | 3.3 | 0.0 | .
COc1ccc(C)c2sc(N(CCN(C)C)C(=O)c3cc(C)n(C)n3)nc12 | -5.5 | 0.9 | -5.7
COc1ccc(CN(C)Cc2c(C)nn(C)c2Cl)c2cccnc12 | -4.9 | 9.9 | -15.7
COCCn1ccc2cc(NC(=O)N3CCCC(C)C3)ccc21 (centres undefined) | -3.8 | -24.7 | .
CC1CCN(Cc2cc(=O)oc3cc(-c4ccccc4)c(O)cc23)CC1 | -7.9 | 3.8 | -9.6
Fc1ccc(CN2CCCC(OCc3cccnc3)C2)c(F)c1F (centres undefined) | -2.4 | 2.3 | -15.7
O=[N+]([O-])c1ccc(-c2nc(-c3ccccc3Cl)no2)cc1 | -2.3 | -2.3 | -4.0
CN1CCN(C(=O)c2cc(C(F)(F)F)[nH]n2)CC1C(=O)O (centres undefined) | -7.9 | 6.1 | .
CCNC(=O)Nc1ccc(N(C)C)c(CN(Cc2ccco2)C(=O)C(CC)c2ccccc2)c1 (centres undefined) | 2.7 | 1.2 | 3.5
O=C(NCCCc1ccccc1)C1CC12CCN(C(=O)c1cccc(-c3ccccc3F)c1)CC2 (centres undefined) | -9.9 | 17.0 | -12.5
COc1ccc(C(NC(=O)C2CCN(CCc3c[nH]c4ccccc34)CC2)c2ccccn2)cc1 (centres undefined) | -3.1 | 8.6 | -3.7
C=CCNC(=O)NCc1ccc(Br)cc1F | -9.8 | 12.7 | -15.6
COC(=O)CC(=O)N1CCN(c2c(Cc3ccccc3)c(C)nc3ncnn23)CC1 | -4.6 | 5.3 | -6.4
CCCc1ccc(-c2nccn2CCN2CCCC2=O)o1 | -0.7 | 2.3 | .
Cc1ccc(C)n1CCCC(=O)NCc1ccc(S(N)(=O)=O)cc1 | -9.6 | -0.9 | .
CC(C)Cn1nc(C(=O)NC2CCCC2)c2c1CCN(C(=O)c1ccccc1-n1cccn1)C2 | 1.2 | 22.0 | -6.3
C=CCSc1nc(=O)n2ccc(C)cc2n1 | -4.7 | 1.6 | -6.1
Cc1cnc(CCNC(=O)NC(CO)c2ccccc2)s1 (centres undefined) | -5.0 | -1.6 | .
COc1cc(OC)cc(C(=O)N2CC(=O)N3CCc4c(F)cccc4C3C2)c1 (centres undefined) | -7.9 | -2.5 | -7.8
COc1cc(C(=O)NC2(Cc3ccc(C)cc3)CC2)ccc1O | -1.6 | 23.9 | .
O=C1CC(N2CCOCC2)C(=O)N1C1CCCC1 (centres undefined) | -3.3 | 2.9 | -5.9
Cc1ccc(C)c(-n2nnnc2SCC(=O)c2cc(F)ccc2F)c1 | -4.3 | 1.2 | -8.1
Cc1ccccc1C(=O)Nc1sc2c(c1C(N)=O)CCCC2 | -1.0 | -6.9 | -3.1
COc1ccc(N2C(=O)CC(NCc3cccnc3)C2=O)cc1 (centres undefined) | 2.5 | -8.2 | -2.8
O=C(COCc1ccccc1)N1CCCN(c2nc3ccccc3nc2-c2ccccc2)CC1 | -0.7 | 1.4 | -3.5
COc1cccc(Cn2c(=O)c(C(=O)O)nn(-c3ccc(Cl)cc3)c2=O)c1 | -2.5 | 14.7 | .
CCN(CC)c1ncnc(N2CCC(c3ccccc3)CC2)c1N | 1.4 | 7.3 | .
COc1ccc2c(c1)C=C(CN(C)Cc1cc(-c3ccncc3)no1)CO2 | 1.3 | 2.1 | 4.0
C=CCNc1ccccc1C(=O)N(C)Cc1nc(-c2ccncc2)no1 | -4.6 | 6.9 | .
COc1cc(OC)c(C(=O)Nc2nc3ccccc3s2)cc1OC | -8.7 | 1.1 | .
CC(C)c1c(C(=O)N2CCCC2)cnn1C(C)(C)C | -3.8 | -0.3 | -3.3
Cc1ccc2[nH]cc(CN3CCC(c4ccnc(-c5ccncc5)c4)C3)c2c1 (centres undefined) | -1.3 | 3.8 | .
Cc1ccccc1-c1csc(C(O)c2cccnc2)n1 (centres undefined) | -9.7 | 5.9 | .
Cc1cc(C(=O)N2CCN(Cc3ccc(-c4noc(-c5ccco5)n4)cc3)CC2)no1 | -1.8 | 3.9 | -5.2
Cc1ccc(CN2C(=O)C(C)Sc3ccc(C(F)(F)F)cc32)cc1 (centres undefined) | -2.1 | 1.9 | .
O=C(NC1CC1)C(C1CCCC1)N1CCN(C(=O)c2ccccc2Cl)CC1 (centres undefined) | -4.2 | -5.8 | -4.1
COc1ccccc1-c1[nH]nc2nccc(-c3ccc(C(N)=O)cc3)c12 | -3.0 | 1.9 | -4.5
Cc1nc(CN(C)C(=O)c2cc(COc3ccc(-n4cncn4)cc3)on2)cs1 | -2.8 | -3.6 | .
O=C(CCC(=O)N1CCN[C@H]2CS(=O)(=O)C[C@H]21)NC1CCCC1 | -4.2 | 11.9 | -11.7
CCCn1c(N)c(C(=O)CN(C)Cc2ccc(Cl)s2)c(=O)n(C)c1=O | -1.3 | 3.8 | -3.1
COc1cccc(N(C(=O)C2CCCO2)c2nc3ccccc3s2)c1 (centres undefined) | -11.3 | -0.8 | .
Cn1c(NNC(=O)c2cc(Br)ccc2Cl)cc(=O)n(C)c1=O | -4.1 | 5.6 | -4.1
Cc1ccc(NC2CCCN(C(=O)Cc3ccc4c(c3)NC(=O)CO4)C2)cc1C (centres undefined) | -1.8 | 1.2 | -23.3
Cc1nc2c(c(=O)[nH]1)CCN(C(=O)[C@]13CC[C@](C)([C@@H](O)C1)C3(C)C)CC2 | -10.9 | 6.2 | .

The results go on:
smiles | hcGAS inh | NPYLR7 agonist | mcGAS lum
CCc1nnc(NS(=O)(=O)c2ccccc2Cl)s1 | -7.0 | -3.7 | .
Cc1nc2n(c1C(=O)N(C)C)CCN(CC1(O)CCCNC1)C2 (centres undefined) | -15.0 | . | -5.3
CNCc1cc(-c2ccc(-c3ccn[nH]3)cc2)ccc1OC | -5.2 | -1.4 | .
Cc1nc(CN2CC(OCc3ccncc3)CN(Cc3ccoc3)CC2=O)cs1 (centres undefined) | -3.6 | -4.2 | .
CCOC(=O)NC(Nc1nnc(SCC)s1)(C(=O)OCC)C(F)(F)F (centres undefined) | -4.1 | -1.1 | .
CC(C)(C(=O)N1CCN(C(=O)c2ccc[nH]2)CC1)c1ccccc1 | -3.3 | 1.0 | .
CCCNC(=O)CN1CCN(Cc2nc(-c3ccc(CC)cc3)no2)CC1 | -6.8 | 0.4 | .
Cc1nonc1CC(=O)N1CCC(O)(CN2CCCC2)CC1 | -4.4 | . | -1.9
Cc1nc(C(C)(C)C)sc1C(=O)NC(C)(C)c1noc(C(C)(C)C)n1 | -4.9 | -4.1 | .
c1ccc2c(c1)OC1(CCCC1)N1N=C(c3ccc4c(c3)OCCO4)CC21 (centres undefined) | -4.7 | 4.5 | .
CC1(C)CC(=O)c2cc3c(nc2C1)CC(C)(C)CC3=O | -7.2 | 15.2 | .
N#Cc1c(NC(=O)COC(=O)COC2CCCC2)sc2c1CCCC2 | -5.4 | -1.2 | .
COc1cccc(CSc2nnc(NC(=O)COCc3ccccc3)s2)c1 | 2.3 | 2.1 | -0.1
COc1cc(C2c3cccn3CCN2C(=O)NCc2ccccc2)cc(OC)c1OC (centres undefined) | -7.5 | 9.7 | .
O=C(CN1C(=O)S/C(=C\c2ccccc2)C1=O)NNC(=O)c1cccnc1 | -4.9 | 7.5 | -4.6
CC(=C(CCOP(=O)(O)O)SC(=O)c1ccccc1)N(C=O)Cc1cnc(C)nc1N | -2.5 | -5.4 | .
O=C1CCC(CCC(=O)N2CCC3(C=Cc4ccccc43)CC2)(Cc2ccc(Cl)cc2)N1 (centres undefined) | -8.1 | 5.6 | .
CCCCCCc1ccc(C(=O)NC(C)C(=O)Nc2nnc(-c3ccc(C)cc3)s2)cc1 (centres undefined) | -10.9 | 17.7 | -5.0
Cc1nnc(-c2ccccc2-c2cccc3ccnn23)s1 | 0.5 | 3.0 | 0.8
CC(CNC(C)(C)CO)c1ccccc1 (centres undefined) | -8.1 | -1.6 | -5.5
O=C(CSCc1csc(C2CCCC2)n1)NC1CCCC1 | -13.1 | 2.5 | .
CCCc1ccccc1NCc1cc(=O)n2c(C)csc2n1 | -4.6 | 4.1 | .
CN1CCN(c2cc(OCCNS(=O)(=O)c3cccc(Cl)c3Cl)ncn2)CC1 | -0.9 | 0.2 | .
CCC(=O)N(CC(=O)N(CCc1ccccc1)Cc1ccc(C)o1)CC1CCCO1 (centres undefined) | -7.1 | 4.8 | -5.5
COC(=O)c1c2c(n3ccc(C)cc13)C(=O)c1ccccc1C2=O | -2.0 | -6.4 | -3.4
CCOC(=O)[C@@H]1CN(C(=O)c2ccc(-c3cccs3)s2)[C@H]2c3cccc(C)c3O[C@@H]12 | -5.8 | 1.4 | -9.1
O=C1CCNc2ccccc2CN1Cc1ccco1 | 2.4 | 4.6 | 0.0
O=C(NC1CC1)c1nn(-c2ccc(Cl)cc2)c(=O)n(Cc2cccc(Cl)c2)c1=O | -1.8 | 2.6 | -2.3
COc1cccc(C(=O)N2CCC2c2ccc(F)cc2)c1OC (centres undefined) | -2.6 | -2.7 | -9.6

Assay outcomes: PubChem BioAssay, Fisher Drug Discovery Resource Center
